High-throughput results as filed in PubChem.
SNCA expr inhib – inhibitors of alpha-synuclein (SNCA) gene expression. Potency, µM (top dose mostly 57.2 µM), without a hit: at the highest dose activity change, negative = inhibition, hits mostly inhibitors. HEK-293 SNCA-luciferase knock-in, luminescence, 24 h. 140,000 tested, 0.17% active;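 further: potency means the concentration at half of the fitted maximal effect; plate controls were DMSO cells for no effect and cell-free wells for full effect; nearly all actives have a fitted effect of over 45% in size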
SNCA viab count – cell viability loss counter-screen | AID 1671193 | 150,000 tested, 0.12% active | Potency, µM (doses to about 57.1 µM), for inactives: top-dose activity change, negative = cytotoxicity, most hits filed as cytotoxic | HEK-293-SNCA-luc viability, GF-AFC fluorescence, 24 h;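 further: potency means the concentration at half of the fitted maximal effect; 0% = DMSO-treated cells and -100% = medium-only wells without cells; nearly all actives have a fitted effect of over 30% in size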
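Cytotoxicity counterscreen: after 24 h compound treatment of genome-edited SNCA-luciferase HEK-293 cells, live-cell protease substrate GF-AFC read by fluorescence after 30 min; activity scaled between DMSO (0%) and medium-only (-100%), curves Hill-fitted.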
Luciferase inh – blocks purified firefly luciferase enzyme activity; AID 1347043; purified P. pyralis luciferase, luminescence, biochemical; P08659; Potency, µM (top dose mostly 115 µM), for inactives: top-dose activity change, negative = inhibition, most hits filed as inhibitors; 76,000 tested, 2.5% active; further: potency means the concentration at half of the fitted maximal effect; nearly all actives have a fitted effect of over 65% in size
Target sequence (P08659 whole entry, looked up): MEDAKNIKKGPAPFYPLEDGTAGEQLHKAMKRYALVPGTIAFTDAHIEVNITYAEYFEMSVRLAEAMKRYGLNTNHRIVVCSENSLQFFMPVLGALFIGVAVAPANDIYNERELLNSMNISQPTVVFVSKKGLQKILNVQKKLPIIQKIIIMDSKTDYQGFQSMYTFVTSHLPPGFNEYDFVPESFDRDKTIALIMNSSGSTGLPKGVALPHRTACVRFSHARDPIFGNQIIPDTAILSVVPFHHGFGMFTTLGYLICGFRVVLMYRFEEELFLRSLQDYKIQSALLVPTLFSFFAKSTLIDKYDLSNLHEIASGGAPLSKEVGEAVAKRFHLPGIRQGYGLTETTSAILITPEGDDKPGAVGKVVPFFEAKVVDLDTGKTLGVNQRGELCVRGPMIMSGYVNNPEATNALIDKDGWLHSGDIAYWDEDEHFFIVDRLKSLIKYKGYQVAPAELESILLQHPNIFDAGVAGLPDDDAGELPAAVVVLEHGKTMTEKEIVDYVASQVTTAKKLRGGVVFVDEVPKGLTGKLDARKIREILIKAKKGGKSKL
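Inhibitors were tested against purified firefly luciferase in a biochemical, low-substrate format (both substrates at 10uM) and luminescence measured with a CCD imager.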
HEK293 tox – cytotoxic compounds in HEK 293 cells; HEK 293 viability, ATP luminescence (CellTiter-Glo), 48-72 h; Potency, µM (doses to about 115 µM), without a hit: top-dose activity change, negative = cytotoxicity, hits mostly inhibitors; 94,000 tested, 6.6% active; further: potency means the concentration at half of the fitted maximal effect; nearly all actives have a fitted effect of over 60% in size
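Cytotoxicity was scored by loss of ATP-coupled luminescence (CellTiter-Glo) in HEK 293 cells. Compound treatment ran 48 or 72 hr at 37 degree Celsius, 5% CO2, 95% humidity.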
3T3 cytotox – NIH 3T3 cell cytotoxicity | NIH 3T3 viability, CellTiter-Glo ATP luminescence, 48-72 h | Potency, µM (doses to about 96.7 µM), without a hit: at the top dose activity change, negative = cytotoxicity, usual class: inhibitors | 94,000 tested, 4.3% active; further: potency means the concentration at half of the fitted maximal effect; nearly all actives have a fitted effect of over 55% in size
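Luminescent ATP readout (CellTiter-Glo, 10 min RT) after 48 or 72 hr compound exposure of NIH 3T3 cells seeded at 400 cells/well in 1536-well format; quantitative HTS.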
IP6K1 inhibitor – blocks human inositol hexakisphosphate kinase 1; activity change, % (series mostly up to about 58 µM); 140,000 tested, 0.81% active; AID 1645851; Q92551; IP6K1 kinase, ADP-Glo luminescence, 2 h; stronger effect = lower value; in the data active means activity change below about -25%
Target sequence (Q92551 whole entry, looked up): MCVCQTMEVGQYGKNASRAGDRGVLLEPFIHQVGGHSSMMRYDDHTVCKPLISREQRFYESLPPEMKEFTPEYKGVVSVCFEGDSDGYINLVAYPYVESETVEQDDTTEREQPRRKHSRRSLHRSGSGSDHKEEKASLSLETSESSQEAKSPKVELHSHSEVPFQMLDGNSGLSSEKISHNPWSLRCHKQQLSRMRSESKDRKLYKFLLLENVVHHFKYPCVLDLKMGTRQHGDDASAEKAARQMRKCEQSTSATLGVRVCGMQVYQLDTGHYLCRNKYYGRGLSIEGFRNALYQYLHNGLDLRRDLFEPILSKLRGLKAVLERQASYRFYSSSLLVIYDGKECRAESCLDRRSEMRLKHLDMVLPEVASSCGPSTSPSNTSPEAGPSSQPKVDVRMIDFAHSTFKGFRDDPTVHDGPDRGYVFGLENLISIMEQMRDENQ
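ADP-Glo luminescence measures ADP made by human IP6K1 during a 2 h RT reaction with ATP/IP6 (mix at 1.3 mM/130 uM); top library doses 57.5 and 19.1 uM final.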
GPT2 inh – inhibitors of human GPT2 alanine aminotransferase; AID 1671188; Q8TD30; Recombinant GPT2, coupled pyruvate oxidase/HRP Amplex Red fluorescence; 100,000 tested, 0.25% active; Potency, µM (titrated, usually from 57.7 µM), inactives show at the top dose activity change, negative = inhibition, usual class: inhibitors; further: potency means the concentration at half of the fitted maximal effect; nearly all actives have a fitted effect of over 60% in size; many of its hits are not listed in these tables
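GPT2 10ng/uL, a-KG 250uM, L-Ala 2mM, HEPES pH7.5 + 0.0001% Tween; 30 min RT. Then Amplex mix (PO/HRP/ThPP), 30 min RT dark, fluorescence. AOA 50uM used as positive control.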
* hit, by the source's call; [ ] = remark or other dose. Unless noted, the call rests on the fitted dose curve; in most records, active means well fitted curve in the direction sought with a large enough effect; inconclusive means small, poorly fitted or top-dose-only effect, or another doubt; inactive means no such curve, though single readings can be large; an effect the other way counts as inactive or inconclusive. Unless noted, on the % scale 0 is the no-effect control and ±100 the full control effect.

`CN1[C@@H](CCC(=O)NCc2ccccc2)CNC(=O)[C@@H]2[C@H]1CCN2Cc1ccc(C(F)(F)F)cc1` gave SNCA expr inhib -12%, SNCA viab count -9%, Luciferase inh -2%, HEK293 tox inconclusive, 3T3 cytotox inconclusive, IP6K1 inhibitor 3 and GPT2 inh -8%.
`O=C(NC1C[C@H]2CC[C@@H](C1)N2C(=O)c1ccc(Cl)s1)c1ccncc1` (some centres not stated) gave SNCA expr inhib 7%, SNCA viab count -7%, Luciferase inh -7%, HEK293 tox -28%, 3T3 cytotox -30%, IP6K1 inhibitor 11 and GPT2 inh inactive.
`Cn1nccc1-c1cccc(-c2nc(N3CCOCC3)n(C)n2)c1` gave SNCA expr inhib 43%[activator], SNCA viab count -14%, Luciferase inh -29%, HEK293 tox inconclusive, 3T3 cytotox inconclusive, IP6K1 inhibitor 3 and GPT2 inh -1%.
For CCOC(=O)c1c(NC(=O)CSc2cn(CCNC(=O)c3ccc(OC)cc3)c3ccccc23)sc2c1CCCC2 the results were SNCA expr inhib 66%[activator], SNCA viab count 0% and IP6K1 inhibitor 23.
For O=C(c1ccc(N2CC3CC(C2)[C@H]2CCCC(=O)N2C3)nc1)N1CC=C(c2ccccc2)CC1 (some centres not stated) the results were SNCA expr inhib -17%, SNCA viab count -12%, Luciferase inh -5%, HEK293 tox inconclusive, 3T3 cytotox -6%, IP6K1 inhibitor 4 and GPT2 inh inactive.
`Cc1ncc2c(c1CNC(=O)c1ccc3n[nH]nc3c1)CCNC2` gave SNCA expr inhib -1%, SNCA viab count -10%, Luciferase inh 8%, HEK293 tox 4%, 3T3 cytotox inactive, IP6K1 inhibitor 9 and GPT2 inh 1%[11.5 µM].
Screening N#Cc1c(-n2ncnc2-c2ccc(Br)cc2)sc2c1CCCCC2 returned SNCA expr inhib 70%[activator], SNCA viab count -1% and IP6K1 inhibitor 34.
`COCCNC(=O)[C@H]1C[C@H](Oc2ccccc2)CN1S(=O)(=O)c1cccc(OC)c1` gave SNCA expr inhib -23%, SNCA viab count -3%, Luciferase inh 4%, HEK293 tox inconclusive, 3T3 cytotox -12%, IP6K1 inhibitor 30 and GPT2 inh inactive.
O=C(COc1ccc(Cl)cc1)N1CCC2(CC1)N(c1ccccc1)C(=O)CS2(=O)=O was read as SNCA expr inhib -2%, SNCA viab count 7%, HEK293 tox -23%, 3T3 cytotox inconclusive, IP6K1 inhibitor 5 and GPT2 inh 1%.
`O=C(CSc1n[nH]c(-c2ccccc2)n1)N1CCN(c2ccccc2F)CC1` gave SNCA expr inhib -20%, SNCA viab count -4% and IP6K1 inhibitor -8.
`CCC(C)(C)C(=O)N1CC2CC(C1)[C@H]1CCCC(=O)N1C2` (some centres not stated) gave SNCA expr inhib 12%, SNCA viab count 14%, Luciferase inh -9%, HEK293 tox -4%, 3T3 cytotox -7%, IP6K1 inhibitor -1 and GPT2 inh inactive.
For CCC[C@H]1CN(CCS(C)(=O)=O)C[C@@H]1NC(=O)C1CCOCC1 the results were SNCA expr inhib 3%, SNCA viab count -4%, Luciferase inh -2%, HEK293 tox 0%, 3T3 cytotox inactive, IP6K1 inhibitor 0 and GPT2 inh -13%.
CCCN(Cc1cccc(OC)c1)C(=O)C(c1cccnc1)N1CCOCC1 (configuration not stated) was read as SNCA expr inhib -13%, SNCA viab count -1%, Luciferase inh 7%, HEK293 tox -7%, 3T3 cytotox -18%, IP6K1 inhibitor 17 and GPT2 inh -10%.
Screening Cc1[nH]c2ccccc2c1CCNCc1ccc(/C=C/C(=O)NO)cc1 returned SNCA viab count inconclusive, IP6K1 inhibitor 6 and GPT2 inh -17%.
O=C1NCc2ccccc2CC12CCN(CCc1ccccc1)CC2 was read as SNCA expr inhib -6%, SNCA viab count -6%, HEK293 tox inconclusive, 3T3 cytotox -17%, IP6K1 inhibitor -8 and GPT2 inh inactive.
CC(=O)N1CCC(N2C[C@@H](CO)[C@H](NC(=O)c3ccccc3)C2)CC1 was read as SNCA expr inhib -4%, SNCA viab count 5%, Luciferase inh -7%, HEK293 tox 1%, 3T3 cytotox 0%, IP6K1 inhibitor -5 and GPT2 inh inactive.
Screening CCOCCCN(Cc1ccco1)C(=O)c1cc2c(s1)-c1c(C)cccc1OC2 returned SNCA expr inhib -9%, SNCA viab count 0% and IP6K1 inhibitor -4.
For Cc1noc(C)c1S(=O)(=O)N1CCC2(CC1)CCC(O)(CN(C)C)CC2 the results were SNCA expr inhib 2%, SNCA viab count 11%, Luciferase inh 2%, HEK293 tox -14%, 3T3 cytotox -6%, IP6K1 inhibitor -13 and GPT2 inh inactive.
`COc1ccc(NC(=O)CSc2nnc(NC(=O)NC3CCCCC3)s2)cc1OC` gave SNCA expr inhib 40%[activator], SNCA viab count 4% and IP6K1 inhibitor -2.
For CCC(=O)Nc1ccc(C2(C(=O)N(C)C)CCC2)cc1 the results were SNCA expr inhib -12%, SNCA viab count 8%, Luciferase inh -16%, HEK293 tox 2%, 3T3 cytotox -9%, IP6K1 inhibitor 7 and GPT2 inh -1%.
For COc1ccc(-c2nnc3n2CCN(C(=O)C2CCCC2)C3)cc1 the results were SNCA expr inhib 7%[87.6 µM], SNCA viab count -9%[87.6 µM], Luciferase inh -10%[172 µM], HEK293 tox -25%[172 µM], 3T3 cytotox -21%[138 µM], IP6K1 inhibitor -3 and GPT2 inh inactive.
Screening CCOc1ccccc1N1CCN(C(=O)[C@H]2CCC[C@H]2NC(=O)c2ccncc2)CC1 returned SNCA expr inhib -10%, SNCA viab count -6%, Luciferase inh -8%, HEK293 tox -9%, 3T3 cytotox -1%, IP6K1 inhibitor 13 and GPT2 inh -11%.
`CCCNC(=O)N1CCCCCCNC(=O)[C@@H]2CCC[C@@H]21` gave SNCA expr inhib 25%, SNCA viab count 6%, Luciferase inh -9%, HEK293 tox -2%, 3T3 cytotox -21%, IP6K1 inhibitor 6 and GPT2 inh inactive.
`Cc1cc(C(=O)C(=O)Nc2nncs2)c(C)n1-c1ccc(Cl)cc1` gave SNCA expr inhib 53%[activator], SNCA viab count -6% and IP6K1 inhibitor -10.
Screening CCOc1cc(CNCCSc2nnnn2C)ccc1OCc1ccc(Cl)cc1Cl returned SNCA expr inhib inconclusive, SNCA viab count inconclusive and IP6K1 inhibitor 1.
For COc1ccc(-c2nnc(SCC(=O)Oc3cc(C)ccc3C)o2)cc1 the results were SNCA expr inhib 20%, SNCA viab count -11% and IP6K1 inhibitor -3.
O=C(Cc1ccc(F)cc1)NC1CCN(c2ccc3nnc(-c4ccccc4)n3n2)CC1 was read as HEK293 tox inconclusive, 3T3 cytotox inconclusive and IP6K1 inhibitor 4.
C=C1C(=O)O[C@@H]2/C=C(/C)[C@@H](OC(C)=O)C/C=C(\C)C[C@@H](OC(=O)/C(=C/CO)CO)[C@@H]12 was read as SNCA viab count -15%[23.9 µM], IP6K1 inhibitor 5 and GPT2 inh inconclusive.
Screening Cc1cc(N)c(-n2cc3c(c2-c2ccc(Br)cc2)c(=O)n(C)c(=O)n3C)cc1C returned SNCA expr inhib 31%[activator], SNCA viab count -5% and IP6K1 inhibitor -1.
CCOC(=O)C1=CN(CC(=O)Nc2cccc(C)c2)S(=O)(=O)N=C1C was read as SNCA expr inhib 132%[activator], SNCA viab count inconclusive, Luciferase inh -4%, HEK293 tox -1%, 3T3 cytotox -16%, IP6K1 inhibitor 1 and GPT2 inh -13%.
CCC1=C(C(=O)OC)C(c2cccc(C)c2)N2C(CC(=O)N3CCCCC3C)=CSC2=N1 (configuration not stated) was read as SNCA expr inhib 1%, SNCA viab count -12%, Luciferase inh -9%, HEK293 tox 45µM*, 3T3 cytotox -20%, IP6K1 inhibitor 12 and GPT2 inh inactive.
`O=C(Nc1cccc(Cl)c1)C1CCCN(c2nc3ncccc3o2)C1` (configuration not stated) gave SNCA expr inhib 24%, SNCA viab count -17%, Luciferase inh 4%, HEK293 tox inconclusive, 3T3 cytotox inconclusive, IP6K1 inhibitor 4 and GPT2 inh inactive.
Screening Cc1ccsc1C(=O)N1CCOc2ccc(CN3CCc4ccccc4C3)cc2C1 returned SNCA expr inhib 3%, SNCA viab count -16%, Luciferase inh 11%, HEK293 tox 35µM*, 3T3 cytotox inconclusive, IP6K1 inhibitor -4 and GPT2 inh inactive.
COC(=O)CSCc1nc(-c2ccc(C(=O)OC)cc2)oc1C was read as SNCA expr inhib inconclusive, SNCA viab count 6% and IP6K1 inhibitor 48.
O=C(NCCc1csc(-c2ccc(C(F)(F)F)cc2)n1)c1ccc(F)c(F)c1 was read as SNCA expr inhib 0%, SNCA viab count 3% and IP6K1 inhibitor -6.
For O=S(=O)(NCCc1ccccc1)c1ccc(N2CCCCS2(=O)=O)cc1 the results were SNCA expr inhib 1%, SNCA viab count 7% and IP6K1 inhibitor -8.
For CCCCN1C(=O)c2[nH]nc(-c3ccccc3O)c2C1c1cccc(OCc2ccccc2)c1 (configuration not stated) the results were SNCA expr inhib inconclusive, SNCA viab count -18% and IP6K1 inhibitor 8.
O=C(Cc1ccccc1)N1CC(Oc2ccc(-c3nc(-c4ccccc4)no3)cc2)C1 was read as SNCA expr inhib 14%, SNCA viab count -2%, Luciferase inh inconclusive, HEK293 tox inconclusive, 3T3 cytotox -5%, IP6K1 inhibitor -1 and GPT2 inh 2%.
`CCN(CC)CCNC(=O)Cn1nc(C)c2c(C)n(-c3ccccc3)nc2c1=O` gave SNCA expr inhib 25%, SNCA viab count -3% and IP6K1 inhibitor 2.
`O=C(NCc1cccnc1)c1ccc(N2CC3CC(C2)[C@H]2CCCC(=O)N2C3)nc1` (some centres not stated) gave SNCA expr inhib -18%, SNCA viab count 0%, Luciferase inh -4%, HEK293 tox 10%, 3T3 cytotox 5µM*, IP6K1 inhibitor 30 and GPT2 inh 4%.
COc1cc(CNC(=O)[C@@H]2C[C@@H](c3cccc(C(F)(F)F)c3)N(C)C2)cc(OC)c1 was read as SNCA expr inhib -32%[87.6 µM], SNCA viab count -12%[87.6 µM], Luciferase inh 4%[172 µM], HEK293 tox inconclusive, 3T3 cytotox inconclusive, IP6K1 inhibitor -3 and GPT2 inh inconclusive.

Reprinted from the listing for reference:
CCC1=C(C(=O)OC)C(c2cccc(C)c2)N2C(CC(=O)N3CCCCC3C)=CSC2=N1 (configuration not stated) was read as SNCA expr inhib 1%, SNCA viab count -12%, Luciferase inh -9%, HEK293 tox 45µM*, 3T3 cytotox -20%, IP6K1 inhibitor 12 and GPT2 inh inactive.
`O=C(Nc1cccc(Cl)c1)C1CCCN(c2nc3ncccc3o2)C1` (configuration not stated) gave SNCA expr inhib 24%, SNCA viab count -17%, Luciferase inh 4%, HEK293 tox inconclusive, 3T3 cytotox inconclusive, IP6K1 inhibitor 4 and GPT2 inh inactive.
Screening Cc1ccsc1C(=O)N1CCOc2ccc(CN3CCc4ccccc4C3)cc2C1 returned SNCA expr inhib 3%, SNCA viab count -16%, Luciferase inh 11%, HEK293 tox 35µM*, 3T3 cytotox inconclusive, IP6K1 inhibitor -4 and GPT2 inh inactive.
